Source: PubChem (several laboratories)
HGIII-sPLA2 inh = human group III sPLA2 inhibitors, primary screen, biochemical, QFRET, BODIPY PC-A2 liposome substrate. QFRET BODIPY PC-A2 liposome hydrolysis, fluorescence. inhibition, % at 12.2 µM. actives 0.56% (n = 370,000). AID 743126, 2013;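 active means inhibition above mean plus 3 SD of compounds lying within the high and low control bounds, cut at about 19% in these data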;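 further: 0% = median of test compound wells and 100% = no enzyme DMSO wells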
hcDAF-12 act = H. contortus DAF-12 nuclear receptor activators, primary screen, cell-based, luminescence, HEK293, lit1-tk-luc reporter; HEK293 hcDAF-12 lit1-tk-luc reporter; 0% DMSO, 100% Δ7-dafachronic acid; activation, % at 6.8 µM; actives 1.4% (n = 370,000);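 active means activation above the mean of all tested compounds plus 3 SD, cut at about 5.5% in these data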;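 further: 100% = response to 3 µM Δ7-dafachronic acid high control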
GAA850 FXN act = FXN promoter activators, primary screen, cell-based, luciferase luminescence, HEK293 lucGAA850; actives 0.56% (n = 360,000); HEK293 lucGAA850 FXN promoter luciferase reporter, 24 h; percent of 10 µM SAHA response; activation, % at 6 µM;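 active means activation above the average of all compounds screened plus 3 SD, cutoff fixed separately per campaign, cut at about 7.5% in these data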;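 further: 0% = DMSO wells and 100% = 10 µM SAHA wells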
PLC-beta3 inh = human PLC-beta3 inhibitors, primary screen, biochemical, fluorescence | 1-phosphatidylinositol 4,5-bisphosphate phosphodiesterase beta-3 (Homo sapiens), Q01970 | Purified PLC-beta3, fluorogenic substrate | inhibition, % at 12.2 µM | actives 0.18% (n = 370,000); in the data active means inhibition above about 11%;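 further: 0% = median of compound wells on plate and 100% = full blocker control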
DAX1 inh-1 = DAX1 (NR0B1) inhibitors on StAR promoter, primary screen, cell-based, luminescence, SF-1 (NR5A1), full-length DAX-1; inhibition, % at 6.8 µM; HEK293T StAR-luciferase reporter, SF-1/DAX-1 repression relief; actives 1.1% (n = 370,000); AID 652010, 2013;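 active means inhibition above the mean over all tested compounds plus 3 SD, cut at about 3.6% in these data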;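 further: 0% = DAX-1 cells with DMSO and 100% = cells lacking DAX-1 with DMSO; higher inhibition means more luminescence from relief of DAX-1 repression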
PG9 Ab binder = binders of HIV-1 gp120 antibody PG9, primary screen, biochemical, TR-FRET | HIV-1 gp120 / PG9 antibody interaction | actives 0.43% (n = 360,000) | AID 624416, 2012 | inhibition, % at 6.7 µM | TR-FRET gp120-PG9 antibody binding; in the data active means inhibition above about 8.5%
hgDAF-12 ag = H. glycines DAF-12 receptor agonists, primary screen, cell-based, luminescence, HEK293, GAL4 fusion, UAS-luciferase. Nuclear hormone receptor DAF-12 (Heterodera glycines), GAL4 fusion. HEK293 GAL4-hgDAF12 UAS-luciferase reporter, agonist luminescence; normalized to butyrate control. activation, % at 6.8 µM. actives 1.8% (n = 370,000);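 active means activation above a cutoff set at the mean of all screened compounds plus 3 SD, cut at about 10% in these data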;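 further: 0% = DMSO wells and 100% = sodium butyrate wells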
DAX1 inh-2 = DAX1 (NR0B1) inhibitors, primary screen, cell-based, HEK293, Gal4-DAX1, luciferase luminescence; Nuclear receptor subfamily 0 group B member 1 (Homo sapiens), P51843; HEK293 Gal4-DAX1 luciferase reporter; inhibition, % at 6.75 µM; actives 0.99% (n = 340,000); AID 504766, 2011;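 active means inhibition above the mean over all tested compounds plus 3 SD, cut at about 4.2% in these data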;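 further: 0% = DAX1-transfected cells with DMSO and 100% = empty-vector control cells with DMSO; inhibition shows as a rise in luminescence from relieved DAX1 repression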
Target sequence (P51843 207-470 limits assumed): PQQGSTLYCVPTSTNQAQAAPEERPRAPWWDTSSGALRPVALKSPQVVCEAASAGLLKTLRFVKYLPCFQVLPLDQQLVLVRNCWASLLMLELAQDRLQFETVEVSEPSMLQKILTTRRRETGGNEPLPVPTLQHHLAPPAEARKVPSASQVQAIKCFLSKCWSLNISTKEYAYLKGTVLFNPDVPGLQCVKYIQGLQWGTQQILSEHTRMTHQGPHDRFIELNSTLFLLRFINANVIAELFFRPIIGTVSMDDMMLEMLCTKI
ssDAF12 agonist = S. stercoralis DAF-12 nuclear receptor activators, primary screen, cell-based, luminescence, HEK293, GRIP1 co-expression, lit1-tk-luc | activation, % at 6.8 µM | Nuclear hormone receptor DAF-12 (Strongyloides stercoralis) | AID 652126, 2013 | actives 1% (n = 370,000) | HEK293 ssDAF-12/GRIP1 lit1-tk-luc reporter; % of 3 µM dafachronic acid response;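 active means activation above the mean over all tested compounds plus 3 SD, cut at about 0.9% in these data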;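 further: 0% = DMSO-only wells and 100% = 3 µM delta7-dafachronic acid wells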
SMARCA2 activ = SMARCA2 (BRM) function activators, primary screen, cell-based, luminescence, high throughput. actives 1% (n = 370,000). MG213 cells, MMTV-luciferase reporter, dexamethasone, overnight. activation, % at 9.1 µM; in the data active means activation above about 7.8%;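 further: 0% = vehicle wells and 100% = reference activator wells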
Rev-erbA mod = modulators of Rev-erb alpha DNA binding, primary screen, biochemical, FITC-DNA, fluorescence polarization, uHTS; Nuclear receptor subfamily 1 group D member 1 (Homo sapiens), P20393; AID 1259318, 2017; Rev-erbα–FITC-DNA binding, 90 min; actives 0.79% (n = 370,000); activity, % at 10 µM;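 active means activity above about 14%, limit read from the data; passing the limit was not always enough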;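 further: 0% = DMSO wells with 35 nM protein and 100% = DMSO wells with 750 nM protein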
Target sequence (P20393 whole entry, looked up): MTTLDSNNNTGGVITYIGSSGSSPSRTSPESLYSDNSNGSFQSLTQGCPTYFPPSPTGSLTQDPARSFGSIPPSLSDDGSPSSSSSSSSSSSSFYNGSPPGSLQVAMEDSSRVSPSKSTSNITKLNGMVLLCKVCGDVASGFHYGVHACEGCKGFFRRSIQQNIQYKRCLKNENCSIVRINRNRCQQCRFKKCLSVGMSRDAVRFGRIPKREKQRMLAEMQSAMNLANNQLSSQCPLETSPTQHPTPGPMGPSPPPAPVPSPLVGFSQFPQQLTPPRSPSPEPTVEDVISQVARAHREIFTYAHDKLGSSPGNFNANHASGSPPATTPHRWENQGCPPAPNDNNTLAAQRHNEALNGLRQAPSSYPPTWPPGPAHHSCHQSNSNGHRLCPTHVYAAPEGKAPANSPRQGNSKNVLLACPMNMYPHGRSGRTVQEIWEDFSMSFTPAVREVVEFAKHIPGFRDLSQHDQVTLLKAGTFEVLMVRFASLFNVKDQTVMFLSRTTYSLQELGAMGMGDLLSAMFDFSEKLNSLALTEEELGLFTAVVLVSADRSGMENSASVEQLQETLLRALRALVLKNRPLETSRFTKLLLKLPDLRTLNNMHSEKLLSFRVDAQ
* = called active by the depositor; . = no result given.

SMILES	HGIII-sPLA2 inh	hcDAF-12 act	GAA850 FXN act	PLC-beta3 inh	DAX1 inh-1	PG9 Ab binder	hgDAF-12 ag	DAX1 inh-2	ssDAF12 agonist	SMARCA2 activ	Rev-erbA mod
COC(=O)/C=C1/S/C(=N/NC(=O)c2ccc(Cl)cc2Cl)NC1=O	-7.2	-1.7	1.6	-66.6	-0.1	5.7	-0.2	.	-0.7	-1.2	0.7
NC(=O)c1ccsc1NC(=O)COC(=O)COc1ccc(C=O)cc1	13.8	-1.8	1.5	-10.6	-0.1	0.3	-1.0	0.3	-0.3	-1.4	11.5
Cc1nc2cc(Nc3ccncc3)ccc2s1	-12.5	-0.1	-0.9	2.6	-0.1	0.9	-2.3	1.7	-1.4	-1.1	-5.4
O=C(CCN1C(=O)c2cccc3cccc(c23)C1=O)NC1CCS(=O)(=O)C1 (stereo unspecified)	-5.6	4.0	0.0	-18.4	0.2	-0.2	1.3	-0.5	-0.7	-2.3	5.8
CC(Sc1nnc(C2CC2)n1C1CC1)C(=O)NC1(C#N)CCCCC1 (stereo unspecified)	14.4	-0.8	2.2	-8.5	0.4	0.5	-0.8	-0.3	-1.3	-2.4	5.3
O=C(CN1CCOCC1)Nc1nc2cc([N+](=O)[O-])ccc2s1	-4.7	-1.4	-1.9	3.6	-1.1	-1.3	5.0	0.0	-1.6	0.1	0.8
O=C1[C@H]2[C@@H](c3ccc(C(F)(F)F)cc3)N[C@]3(CCCN(Cc4ccco4)C3=O)[C@H]2C(=O)N1Cc1ccccc1	-13.3	0.3	-2.4	4.4	-1.0	0.1	2.6	-0.3	-0.6	-2.4	2.6
COc1ccccc1C(=O)N(Cc1sccc1C)C1CCS(=O)(=O)C1 (stereo unspecified)	-3.5	-1.0	2.4	-3.4	0.0	-0.2	1.1	0.5	-0.8	0.6	0.5
COc1ccccc1-c1coc2c(CN3C(C)CCCC3C)c(O)ccc2c1=O (stereo unspecified)	12.3	1.2	1.5	-442.1	-0.1	-1.8	-1.7	1.1	-0.9	-4.8	0.3
O=C(CCNS(=O)(=O)c1ccccc1C(F)(F)F)NC1CCCCCC1	1.9	0.5	1.3	0.7	0.9	-0.5	0.2	-1.3	-0.5	0.4	1.9
C=CCN1C(=O)[C@@H](CC(=O)N2CCSCC2)[C@]2(C(=O)OC)CCCCC=C12	12.4	0.8	.	2.4	0.4	.	17.4*	.	-1.6	-2.4	-8.5
CSc1nnc(SCC(=O)Nc2ccc3[nH]c(=O)[nH]c3c2)s1	1.4	1.4	1.1	-4.7	-0.7	-0.8	4.5	-0.7	-0.7	-1.1	-3.7
Cc1cccc(C(=O)NC(=S)Nc2ccc(Cc3ccncc3)cc2)c1	1.5	0.7	0.3	-2.3	-1.3	2.0	2.2	0.2	-0.8	-4.9	-1.8
Cc1ccc(S(=O)(=O)NNC(=O)C(=O)NNc2ccccn2)cc1	5.9	-2.0	-1.0	-1.3	-0.2	-1.8	-0.2	0.1	-1.1	-0.5	3.6
CCCCCNC(=O)C1c2ccccc2Oc2ccccc21	-1.1	0.4	0.9	-1.7	-0.1	1.2	-0.2	-0.3	-1.2	1.7	0.1
CCOc1nc(NC2CCCC2)nc(N2CCC(C)CC2)n1	7.4	0.6	0.4	-3.2	-0.1	-2.6	-1.8	-0.6	-1.3	-2.4	10.2
COc1ccc(NC(=O)Nc2cccnc2)cc1	-7.2	0.2	0.8	-2.1	0.4	-0.2	9.9	0.1	-2.2	-0.2	-7.6
COc1ccc(OC)c(NC(=O)CN(c2ccc(C)cc2)S(=O)(=O)c2c(C)n[nH]c2C)c1	-16.0	0.0	-2.2	-6.7	0.1	-2.5	0.2	-0.1	0.7	1.8	-2.2
COc1cccc(NC(=O)Nc2ccc3nc(C)c(C)nc3c2)c1	-6.3	-1.6	1.4	-142.3	-0.7	2.6	1.5	0.5	-1.2	-1.8	10.3
O=C1CNC(=O)/C1=C\N1CCN(C(c2ccccc2)c2ccccc2)CC1	1.5	0.1	-0.3	1.8	-0.2	-3.0	2.1	0.1	-1.9	0.8	-1.2
C#CCNc1cc(C)nc2ncnn12	0.1	-1.7	2.5	2.8	0.1	-0.4	-2.3	-0.8	-1.7	2.9	3.1
COc1cccc(NC(=O)C(C)N2C(=O)c3ccccc3S2(=O)=O)c1 (stereo unspecified)	-0.7	0.7	2.7	2.4	-0.1	0.7	-0.9	1.3	-0.8	-0.1	-0.7
COc1ccc(/C=N/Nc2nncc3ccccc23)c(OC)c1	-0.5	3.6	3.9	-1.1	3.6	-4.4	7.1	0.8	-1.2	1.0	-2.6
Cc1ccc(C(CCNC(C)c2cccs2)c2ccco2)cc1 (stereo unspecified)	-7.6	2.2	1.3	-3.0	0.3	-0.5	-2.2	1.2	-2.1	-2.1	-2.6
CC(C)Cc1nc(SCC(=O)N2CCCC2)c2c(=O)n(C)c(=O)n(C)c2n1	-1.8	-0.1	0.2	-4.7	-1.2	-3.9	-2.4	-0.4	-0.8	-2.3	2.1
Cc1ccc(C2Nc3ccccc3NC3=C2C(=O)OC(C)C3)cc1 (stereo unspecified)	4.1	-1.1	2.2	-1.5	-0.1	-2.5	-0.7	0.4	-1.3	-1.4	0.2
CC1(C)C(c2ccccc2)=[N+]([O-])CN1O	-0.3	-0.6	-1.1	-0.4	-0.2	0.1	-0.6	0.1	-2.5	-0.7	2.4
COCOCCn1cc(CN2CCS(=O)(=O)N(Cc3ccc(-c4ccncc4)cc3)C(C(C)C)C2=O)nn1 (stereo unspecified)	3.2	-0.4	-2.1	2.1	0.8	0.4	0.2	0.8	-0.9	4.7	-2.9
O=C(COC(=O)c1nn(-c2ccccc2C(F)(F)F)cc1O)c1ccc(OC(F)F)cc1	-4.6	-0.5	-0.9	-14.1	-1.4	-0.2	-1.2	-0.4	-1.1	-0.9	-0.5
O=C(Nc1ccc(Cl)cc1)N1CCN(Cc2ccc3c(c2)OCO3)CC1	-6.3	-2.1	1.7	1.0	-0.3	0.6	-3.1	-1.6	-1.1	-3.5	0.9
Nc1nnc(CC(=O)N/N=C/c2ccc(-c3ccccc3)o2)s1	-12.8	-2.1	1.7	-30.6	-0.5	-2.2	2.6	-0.2	-1.6	0.2	-6.6
Cc1ccc(-c2ccnc3nc(Sc4ncc(C(F)(F)F)cc4Cl)nn23)cc1	1.9	-1.9	-1.2	-15.4	-0.4	1.1	3.5	-0.4	-1.2	-2.4	1.2
COc1ccc(CCN(C)C(=O)CN2C(=O)NC3(CCCCCC3)C2=O)cc1OC	11.9	-1.2	3.3	-10.1	-2.9	-0.3	-2.8	1.2	-1.3	-1.4	-0.6
O=C(CN1CCOCC1)Nc1scc(-c2ccccc2)c1C(=O)N1CCOCC1	4.8	-1.1	2.5	3.0	0.0	-1.8	0.0	0.5	-1.1	1.1	1.7
COc1ccc(-c2nn(-c3ccccc3)cc2/C=N/NC(=O)c2cccc(S(=O)(=O)Nc3ccccc3Cl)c2)cc1	-36.7	0.1	3.5	-264.2	1.2	-2.8	5.5	-1.0	-1.2	-4.5	5.5
CCCNC(=O)NC(=O)COC(=O)CC(NC(N)=O)c1ccc(Cl)cc1 (stereo unspecified)	4.9	-0.4	1.5	0.7	-0.4	0.2	0.5	-1.5	-0.5	-2.9	-1.7
CC1(C)OC(=O)C(=CNc2ccccc2F)C(=O)O1	4.2	0.7	2.1	1.0	-0.1	0.8	2.6	1.3	-0.2	-0.3	-2.8
CC1(C)Cc2c(sc(NC(=O)c3ccc(C(=O)c4ccccc4)cc3)c2C#N)C(C)(C)N1	-11.2	-2.7	0.0	-10.8	-2.0	-2.5	0.0	0.8	-0.4	0.7	-5.6
O=C(CN1CCN(S(=O)(=O)c2ccccc2)CC1)Nc1ccc2c(c1)CCC2	-8.6	-1.7	-0.1	3.7	-0.8	-0.5	-1.7	0.2	-1.0	2.6	3.1
CC(NS(=O)(=O)c1ccc2c(c1)CC(C)N2C(=O)C1CC1)c1ccccc1 (stereo unspecified)	-5.6	-2.9	0.8	-1.0	-0.5	-1.8	-1.1	0.1	-1.6	-0.8	-2.6
CC(=O)N(Cc1ccc(F)cc1)C1=C(NCCc2ccccc2)C(=O)c2ccccc2C1=O	-4.4	-3.3	-0.6	-55.8	-4.3	-4.5	-11.8	-3.3	-2.0	-13.8	1.1
COc1ccc(-c2cn3c(C)c(C(=O)N4CCN(c5ccc(F)cc5)CC4)sc3n2)cc1	1.3	0.9	0.4	0.7	0.1	-1.4	0.2	1.6	-1.2	-0.9	6.3
Cc1c(NC(=O)COC(=O)CSc2ccc(C(N)=O)cc2[N+](=O)[O-])c(=O)n(-c2ccccc2)n1C	-2.3	3.3	1.0	-7.8	0.0	-2.1	1.4	0.2	-0.4	-2.0	1.4
Cc1c(C(=O)OC2CCC(C)CC2)[nH]c2c1C(=O)CCC2 (stereo unspecified)	6.4	4.1	3.8	-2.9	7.3*	-1.4	15.1*	5.8*	0.2	0.4	-3.4
CCCCCOC(=O)C1=C(C)NC(=O)NC1c1ccc(OC)cc1 (stereo unspecified)	-0.1	0.4	-0.1	3.2	0.1	-2.9	-1.3	-0.5	-1.1	-4.1	13.4
O=C(Cn1nnc(-c2ccc(Cl)cc2)n1)NC(=O)NC1CCCC1	0.2	-0.5	0.2	-2.8	0.1	-1.5	-0.8	0.5	-1.1	-3.1	-7.6
CC(=O)Nc1c(C(=O)NCc2ccccc2)nnn1Cc1ccccc1	4.7	-1.1	-0.5	3.7	-0.6	0.2	-3.5	-0.2	-1.7	4.3	1.2
Cc1cc(=O)oc2cc(OCC(=O)NCc3ccccn3)ccc12	1.3	-0.9	-2.6	-5.7	-1.0	0.2	3.2	-0.1	-1.2	-0.1	.

Arranged by formula weight (falling): three of the compounds above.
SMILES	HGIII-sPLA2 inh	hcDAF-12 act	GAA850 FXN act	PLC-beta3 inh	DAX1 inh-1	PG9 Ab binder	hgDAF-12 ag	DAX1 inh-2	ssDAF12 agonist	SMARCA2 activ	Rev-erbA mod
CC1(C)Cc2c(sc(NC(=O)c3ccc(C(=O)c4ccccc4)cc3)c2C#N)C(C)(C)N1	-11.2	-2.7	0.0	-10.8	-2.0	-2.5	0.0	0.8	-0.4	0.7	-5.6
CCCCCOC(=O)C1=C(C)NC(=O)NC1c1ccc(OC)cc1 (stereo unspecified)	-0.1	0.4	-0.1	3.2	0.1	-2.9	-1.3	-0.5	-1.1	-4.1	13.4
CC1(C)C(c2ccccc2)=[N+]([O-])CN1O	-0.3	-0.6	-1.1	-0.4	-0.2	0.1	-0.6	0.1	-2.5	-0.7	2.4
